# GRK2 inh: human GRK2 inhibition via aptamer displacement. P25098. bead flow cytometry, FAM-aptamer displacement from GRK2. inhibition of aptamer binding, % at 10 µM. hit rate 0.59% among 330,000. AID 488847;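 active = inhibition of aptamer binding above 40%, roughly 3 SD of noise, on plates passing a quality check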;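 also: median bead fluorescence of bound FAM aptamer so fluorescent compounds give negative values; no value below 0 was filed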
# BCLXL inh: inhibitors of human Bcl-xL | Q07817 | GST-Bcl-xL / FITC-Bim BH3 peptide fluorescence polarization | inhibition, % at 10.9 µM | hit rate 0.7% among 320,000 | AID 2129;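 active = inhibition above the mean of all tested compounds plus 3 SD, cutoff set per campaign, cut at about 30% in these data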;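 also: 0% = DMSO wells and 100% = unlabeled Bim-BH3 peptide competitor; inhibitors lower millipolarization by displacing the labeled peptide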
# Target sequence (Q07817 whole entry, looked up): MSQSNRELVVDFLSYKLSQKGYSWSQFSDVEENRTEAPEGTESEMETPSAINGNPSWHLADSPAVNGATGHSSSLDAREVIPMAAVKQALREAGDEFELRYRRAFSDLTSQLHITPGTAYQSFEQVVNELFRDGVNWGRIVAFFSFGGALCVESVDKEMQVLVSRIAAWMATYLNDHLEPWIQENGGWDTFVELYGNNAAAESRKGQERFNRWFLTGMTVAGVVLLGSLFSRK
# CIT2-GFP yeast: alters CIT2-GFP fluorescence in TOR pathway yeast screen | S. cerevisiae CIT2-GFP strain, flow cytometry, 3 h; 100 means same as DMSO wells | GFP response vs DMSO, % at 10 µM | hit rate 0.065% among 320,000;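 active = GFP response relative to DMSO above a set limit, near the screen mean plus 3 SD, cut at about 150% in these data; inconclusive = Fewer than 70 cells measured for a yeast strain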;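 also: ratio of well median GFP fluorescence to mean of DMSO wells on the plate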
# MCL1-BIM inh: disrupts human MCL1 binding to BIM-BH3 peptide | AID 2057 | Q07820 | GST-MCL1 / FITC-Bim-BH3 fluorescence polarization | hit rate 0.68% among 320,000 | inhibition, % at 10.9 µM;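 active = inhibition above the mean inhibition of all tested compounds plus 3 SD, set per campaign, cut at about 40% in these data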;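 also: 0% = DMSO wells and 100% = unlabeled Bim-BH3 peptide control; higher means more loss of mP so more displacement of Bim peptide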
# Target sequence (Q07820 whole entry, looked up): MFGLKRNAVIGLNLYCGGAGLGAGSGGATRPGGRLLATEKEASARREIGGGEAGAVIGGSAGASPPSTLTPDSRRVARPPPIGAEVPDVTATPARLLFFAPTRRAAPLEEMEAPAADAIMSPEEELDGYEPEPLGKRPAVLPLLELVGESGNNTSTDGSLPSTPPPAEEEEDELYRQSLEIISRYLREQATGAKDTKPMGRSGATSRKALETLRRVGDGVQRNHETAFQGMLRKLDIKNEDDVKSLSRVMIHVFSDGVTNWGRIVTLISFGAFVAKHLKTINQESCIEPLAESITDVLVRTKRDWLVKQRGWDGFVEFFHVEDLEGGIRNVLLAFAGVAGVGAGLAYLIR
# MEX-5 binding: C. elegans MEX-5 TCR-2 RNA binding activity; Q9XUB2; MEX-5/FITC-TCR2 RNA binding, fluorescence polarization; hits give low values; activity score (negative = inhibition of binding), % at 10 µM; hit rate 0.38% among 300,000;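 active = inhibition past about -25% in most replicates, and total fluorescence under double the plate's negative control median, limit read from the data; inconclusive = replicates evenly split on the limit, or fluorescence at least double controls; inactive = too little inhibition in most replicates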;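 also: 0% = DMSO and -100% = 5 µM competing unlabeled TCR2 RNA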
# Target sequence (Q9XUB2 whole entry, looked up): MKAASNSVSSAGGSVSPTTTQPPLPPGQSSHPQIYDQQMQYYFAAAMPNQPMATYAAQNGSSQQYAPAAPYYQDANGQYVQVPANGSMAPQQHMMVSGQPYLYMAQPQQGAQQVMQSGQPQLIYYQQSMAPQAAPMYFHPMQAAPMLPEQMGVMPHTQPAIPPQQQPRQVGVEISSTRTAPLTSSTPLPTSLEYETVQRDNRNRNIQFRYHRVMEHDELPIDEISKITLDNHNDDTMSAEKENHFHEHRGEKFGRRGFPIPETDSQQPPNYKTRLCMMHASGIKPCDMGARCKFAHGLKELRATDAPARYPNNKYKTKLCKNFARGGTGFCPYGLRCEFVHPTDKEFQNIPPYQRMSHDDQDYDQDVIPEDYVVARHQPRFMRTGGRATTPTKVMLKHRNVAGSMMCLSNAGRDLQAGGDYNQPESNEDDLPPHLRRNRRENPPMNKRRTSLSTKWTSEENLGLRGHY
# AGP1 TOR yeast: modulators of TOR pathway AGP1-GFP in S. cerevisiae | hit rate 0.02% among 320,000 | AID 2066 | GFP response vs DMSO, % at 10 µM | S. cerevisiae AGP1-GFP multiplex flow cytometry, 3 h; GFP as percent of DMSO wells;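 active = GFP response relative to DMSO above a set limit, near screen average plus 3 SD, cut at about 150% in these data; inconclusive = fewer than 70 cells counted for the yeast strain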;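 also: median GFP channel fluorescence of the gated AGP1 strain per well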
# GLD-1 TGE inh: GLD-1-TGE RNA interaction inhibition (C. elegans) | Q17339 | purified GLD-1 + fluorescein TGE RNA, fluorescence polarization | inhibition, % at 5.96 µM | hit rate 0.44% among 320,000;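 active = percent inhibition above a per-plate cutoff, the plate mean of test compounds plus 3 SD, cut at about 30% in these data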;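 also: 0% = DMSO wells with GLD-1 and probe and 100% = wells lacking GLD-1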
# VLA-4 inh: inhibition in a human VLA-4 binding assay; P13612; VLA-4 expressing cells, ligand binding flow cytometry; inhibition, % (about 7 µM as worked out from the volumes in the protocol); hit rate 0.2% among 330,000; AID 2557; in the data active = inhibition above about 50%
# Fam108B counter: counter-screen for RBBP9 inhibitors: inhibitors of mouse Fam108B; recombinant Fam108B, FP-Rh probe fluorescence polarization; inhibition, % at 9.51 µM; hit rate 0.33% among 300,000;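 active = inhibition above the screen mean inhibition plus 3 SD, computed separately per campaign, cut at about 18% in these data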;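 also: inhibitors lower polarization as less probe binds the enzyme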
# * hit, by the source's call; ? = inconclusive; / = not tested or not shown; [ ] = dose if it differs, or a comment.
canonical_smiles	GRK2 inh	BCLXL inh	CIT2-GFP yeast	MCL1-BIM inh	MEX-5 binding	AGP1 TOR yeast	GLD-1 TGE inh	VLA-4 inh	Fam108B counter
CC1CCN(S(=O)(=O)c2ccc(C(=O)Nc3ncccc3O)cc2)CC1	4	7	94	10	2.6	99	7	-16	2
Cc1ccc(-n2ccnc2SCC(=O)O)c(C)c1	0	-1	99	-5	1.4	98	-3	3	2
COc1cccc(C(=O)C2CCCN(C(=O)c3ccccc3Cl)C2)c1 (stereo unspecified)	1	4	90	9	-2.1	95	-5	-3	-4
O=C(NCc1ccccc1Cl)c1ccc2c(c1)OCO2	6	3	/	4	2.1	92	-6	4	-3
COc1ccccc1/C=C/C(=O)OCC(=O)N1CCc2ccccc21	95*	1	98	9	/	100	-2	46	/
BrC(=C\c1ccccc1)/C=N/N1CCN(c2ccccc2)CC1	0	6	93	-1	-1.4	100	-2	6	2
Cc1ccc(C(C)C)c(OCC(=O)Nc2sc3c(c2C#N)CC(C)(C)NC3(C)C)c1	0	3	104	4	2.0	105	-2	13	0
Cc1ccc(S(=O)(=O)N2[C@@H](c3ccc(C(C)(C)C)cc3)C(C(=O)O)=CC[C@H]2c2cccs2)cc1	0	/	90	/	/	101	-1	60*	/
N#C/C(=C1/CCCCCN1)c1nc2ccccc2[nH]1	4	4	71	-2	1.0	86	-5	1	2
Cc1ccc(NC(=O)c2nc[nH]c2C(=O)N[C@@H](C)c2ccccc2)cc1	2	-1	86	-2	3.3	84	4	33	-14
CCOCC(=O)Nc1c(C(=O)Nc2ccccc2OC)oc2ccccc12	0	2	99	1	/	103	0	3	2
Cc1oc(-c2cccc(Cl)c2)nc1CS(=O)(=O)CC(=O)NCc1ccco1	3	4	99	3	4.2	87	-3	-2	-1
O=C(CN1C(=O)NC2(CCCCCC2)C1=O)NCc1ccccc1Cl	0	/	96	/	/	99	0	-5	/
COc1ccc(C2=NN(C(=O)c3ccccc3)C(c3cccc([N+](=O)[O-])c3)C2)cc1 (stereo unspecified)	0	2	/	4	-4.9	/	6	7	-8
Cc1ccc(C(=O)N/C(=C/c2ccco2)C(=O)N2CCCCC2)cc1	1	12	96	6	-0.5	96	13	-6	1
C=CCNC(=O)c1ccc(CSc2nc3ccccc3s2)cc1	0	3	88	2	-0.7	90	-2	3	-5
CN(CC(=O)Nc1ccccc1Cl)C(=O)Cn1cnc2ccc(Cl)cc2c1=O	5	0	99	-4	/	102	-6	6	/
CCC(C)c1ccccc1NC(=O)CN(C)CCOc1ccc(Cl)cc1 (stereo unspecified)	10	-1	104	-15	0.6	97	4	-4	2
COC(=O)c1c(C)[nH]c(C(=O)C(C)OC(=O)c2ccco2)c1C (stereo unspecified)	2	4	89	2	/	91	2	-25	/
CC(C)(C)c1nc(CN2CCOCC2)cc(CN2CCOCC2)c1O	0	9	95	5	-1.0	99	3	18	-1
CCc1[nH]nc(C(=O)N2CCCC(CCC(=O)N3CCN(c4ccccn4)CC3)C2)c1C (stereo unspecified)	2	-1	104	-1	0.9	101	-5	-1	1
Fc1ccccc1N=C1Nc2cccc3cccc1c23	4	2	98	0	0.2	96	-2	3	3
CCCc1n(CC(O)COCC2CC=CCC2)c2ccccc2[n+]1C (stereo unspecified)	0	-8	114	-24	-1.8	106	3	6	1
CCCCCN(C(=O)CCC(=O)OCC(=O)Nc1ccc(C)cc1F)c1c(N)n(CCCC)c(=O)[nH]c1=O	2	0	107	-12	0.4	100	3	6	1
Cc1ccc(NC(=O)CCc2nnc3ccc(NCc4ccco4)nn23)nc1	0	3	100	0	0.7	99	-4	-1	-1
O=c1[nH]c(C2CCN(S(=O)(=O)c3ccc4c(c3)OCCO4)CC2)nc2c1nnn2Cc1ccccc1F	0	-8	104	-12	-1.1	86	-9	-18	-8
COc1cccc(C(=O)NC2CC(C)(C)NC(C)(C)C2)c1OC	0	-5	97	-11	-0.8	98	1	-5	1
COc1cccc(/C=C/C(=O)OCC(=O)N2c3ccccc3NC(=O)C2(C)C)c1	0	0	103	5	-0.5	103	-1	-7	6
Cc1nnc(OC(C)C)c2nn(-c3ccccc3F)c(C)c12	0	-3	98	-2	-0.3	98	-14	5	-4
Cc1ccc(NCC(=O)N/N=C/c2ccc(C(=O)O)cc2)cc1	1	4	95	3	-61*	102	-2	4	5
O=[N+]([O-])c1cc(C(F)(F)F)ccc1N1CCN(S(=O)(=O)c2ccc3c(c2)CCCC3)CC1	0	3	96	8	-0.1	98	-4	10	5
O=C(CSc1ccc(Br)c2cccc(Cl)c12)Nc1ccc(S(=O)(=O)Nc2nccs2)cc1	1	4	92	3	0.9	101	4	-9	2
COc1cccc(OC)c1C(=O)N1CCN(Cc2ccncc2)CC1	1	-1	109	-2	1.1	103	-2	11	-2
FC(F)(F)c1cnc(NNC(=S)Nc2cccnc2)c(Cl)c1	4	-9	105	-14	-5.2	105	-1	13	11
COc1cccc(C2CC3(CC(C)(C)NC(=S)N3)Oc3cc(O)ccc32)c1 (stereo unspecified)	3	-3	108	-4	-0.3	102	9	6	1
CCC(=O)Nc1ccc(-c2ccc(N3CCC(C)CC3)nn2)cc1	5	9	103	3	0.9	100	9	22	-4
Cc1ccc(S(=O)(=O)N(CC(=O)NCc2ccc(F)cc2)C(=O)N2CCN(C)CC2)cc1	3	4	95	5	-0.6	98	1	6	1
CCOC(=O)C1CCN(C(=O)CC(C)c2ccccc2)CC1 (stereo unspecified)	0	7	110	4	-0.7	105	0	4	-1
COc1cc(C(=S)N2CCCC2)cc(Cl)c1O	0	9	108	7	0.2	105	6	18	0
O=C(CCn1ccc2ccccc21)NC1CCCc2ccccc21 (stereo unspecified)	0	1	89	3	1.7	103	-1	24	-1
Cc1cc2cc(CNC(=S)Nc3ccc(OC(F)F)cc3)ccc2n1C	0	14	79	13	-0.1	92	10	21	3
O=S1(=O)NC(=NCCc2ccccn2)c2ccccc21	5	5	92	2	-2.2	99	-2	3	-4
CCC(=O)Nc1cc(C(=O)O)ccc1Sc1ccc(C)cc1	0	5	100	7	2.1	97	2	40	0
COC(=O)c1ccc(NC(=O)c2ccccc2C(=O)Nc2ccc(C(=O)OC)cc2)cc1	0	8	/	9	-1.7	/	6	-3	0
O=C(OCCOCn1cc(Br)c(=O)[nH]c1=O)c1ccccc1	2	3	110	1	-1.2	118	6	-2	2
O=C(C1CCC(=O)N(C2CCCC2)C1)N1CCC(Oc2ccccc2Cl)CC1 (stereo unspecified)	0	2	98	4	0.0	104	-2	2	3
COc1nc(OC)nc(N2CCC(C(=O)NC3CCCCCC3)CC2)n1	1	3	92	7	1.9	105	1	34	-1
CCn1c2ccccc2c2cc(NC(=O)c3cc(OC)c(OC)c(OC)c3)ccc21	0	1	89	4	1.6	82	12	11	19*

# The final 2 entries of the section before open the next one.
canonical_smiles	GRK2 inh	BCLXL inh	CIT2-GFP yeast	MCL1-BIM inh	MEX-5 binding	AGP1 TOR yeast	GLD-1 TGE inh	VLA-4 inh	Fam108B counter
COc1nc(OC)nc(N2CCC(C(=O)NC3CCCCCC3)CC2)n1	1	3	92	7	1.9	105	1	34	-1
CCn1c2ccccc2c2cc(NC(=O)c3cc(OC)c(OC)c(OC)c3)ccc21	0	1	89	4	1.6	82	12	11	19*
Cc1cc(NC(=O)CSC2=Nc3ccccc3C3=NC(Cc4ccccc4)C(=O)N23)n[nH]1 (stereo unspecified)	4	3	?	-1	-1.1	18[may fluoresce violet]	0	-12	-1
CCN(Cc1ccccc1)C(=O)c1cc(COc2c(F)cccc2F)on1	0	-3	105	-12	-3.5	103	0	1	-3
CC(C)(C)C1CCc2onc(C(=O)N3CCOCC3)c2C1 (stereo unspecified)	0	5	95	6	-1.5	91	9	-11	3
O=C(CCNC(=O)c1ccco1)NCc1ccccc1	4	2	111	5	0.4	110	3	-3	-2
CC(=O)C[C@H](O)CC(=O)[C@H]1OC(=O)CC/C=C\Cc2ccccc21	1	-3	92	-2	/	94	-4	0	/
COc1ccccc1Nc1c2c(nc3ccccc13)CCC2	23	0	92	2	0.7	102	6	1	1
COC(=O)c1ccc(CSc2nnc(C)n2N)o1	100*	-4	84	-2	0.6	89	-2	12	-1
COc1cccc(N2CC(NS(=O)(=O)c3cccs3)CC2=O)c1 (stereo unspecified)	1	1	77	0	3.8	98	2	-6	2
Cc1cccc(OCCn2c(S(=O)(=O)O)nc3ccccc32)c1	1	4	86	8	-1.4	83	6	-2	-5
NNC(=O)Cn1nnc(-c2ccc(C(F)(F)F)cc2)n1	0	1	101	1	1.2	112	0	-3	0
O=C(Nc1ncccc1O)c1ccc(S(=O)(=O)N2CCCCCC2)cc1	4	-1	93	0	0.2	93	11	-4	4
CC(=O)N1CCN(C(=O)c2ccc(NS(=O)(=O)c3ccc4c(c3)OCCO4)cc2)CC1	1	8	92	8	-0.1	100	2	5	2
C=CCn1c(=NC(=O)CN2C(=O)CCC2=O)sc2cc(S(N)(=O)=O)ccc21	0	9	104	9	-0.5	108	9	-4	1
COc1ccc(C(C(=O)NC2CCCCC2)N(C(=O)c2sc(C)nc2C)c2ccc(C(C)=O)cc2)cc1 (stereo unspecified)	3	6	101	10	0.4	107	5	3	4
COCCNC(=O)C(=O)N/N=C(\C)CC(=O)Nc1ccc2c(c1)OCO2	1	-4	97	-5	2.9	97	2	-4	6
CC1(C)Cc2c(sc3nc(-c4ccccc4)oc(=O)c23)CO1	0	3	89	6	-1.1	97	7	-10	7
O=C(COC(=O)CNC(=O)c1ccccc1F)Nc1ccc2[nH]c(=O)[nH]c2c1	0	3	98	2	-0.3	112	2	-5	-2
Cc1ccc(S(=O)(=O)N(C)S(=O)(=O)c2ccc(C#N)cc2)cc1	0	0	94	-4	-2.9	93	1	9	1
Cc1ccc(OCC(=O)N/N=C2/SCC(=O)N2Cc2ccccc2)cc1	0	-5	98	1	0.8	102	3	31	-4
Cc1cc(C)cc(NC(=O)CCc2c(C)nn(-c3ccc(N4CCOCC4)nn3)c2C)c1	0	7	101	8	-0.4	100	0	/	1
O=c1oc2ccccc2c(O)c1/C=N/c1ccccn1	2	3	99	0	-4.0	97	-2	6	-5
Cc1c(NC(=O)c2ccc3c(c2)C(=O)N(Cc2ccco2)C3=O)cccc1C(=O)O	2	12	103	8	-1.7	104	9	0	-2
Cn1c(-c2sccc2OCc2cccc(C(F)(F)F)c2)n[nH]c1=S	0	-20	102	-15	0.7	106	1	2	2
CCCc1nc2n[nH]c(N)c2c2c1CCCC2	0	-1	77	3	0.2	95	2	3	3
O=C(NNC(=O)c1ccco1)Nc1ccccc1	0	/	100	/	0.9	94	/	-11	/
COc1ccccc1Cn1c(=S)[nH]c2cc(C(=O)N3CCN(C)CC3)ccc2c1=O	1	-2	104	-2	-0.1	101	1	3	3
CCC(C)NC(=O)c1ccc2c(c1)S(=O)(=O)c1ccccc1C2=O (stereo unspecified)	4	/	99	/	-2.2	99	/	-9	/
Brc1cc2c(cc1Br)OCCOCCOCCO2	10	11	101	8	-0.7	99	2	1	0

# Source: PubChem (several laboratories)
